# NPSR antag = blocks cAMP signaling of the human neuropeptide S receptor; Q6W5P4; CHO-NPSR cells, cAMP TR-FRET, antagonist mode; Potency, µM (highest dose often 38.3 µM), without a hit: at the highest dose activity change, negative = inhibition, usual class: inhibitors; 1% of 220,000 active; also: % is scaled to controls: 0 for no effect and ±100 for the full control effect; nearly all actives have a fitted effect of over 50% in size; many of its hits are not listed in these tables
# Target sequence (Q6W5P4 whole entry, looked up): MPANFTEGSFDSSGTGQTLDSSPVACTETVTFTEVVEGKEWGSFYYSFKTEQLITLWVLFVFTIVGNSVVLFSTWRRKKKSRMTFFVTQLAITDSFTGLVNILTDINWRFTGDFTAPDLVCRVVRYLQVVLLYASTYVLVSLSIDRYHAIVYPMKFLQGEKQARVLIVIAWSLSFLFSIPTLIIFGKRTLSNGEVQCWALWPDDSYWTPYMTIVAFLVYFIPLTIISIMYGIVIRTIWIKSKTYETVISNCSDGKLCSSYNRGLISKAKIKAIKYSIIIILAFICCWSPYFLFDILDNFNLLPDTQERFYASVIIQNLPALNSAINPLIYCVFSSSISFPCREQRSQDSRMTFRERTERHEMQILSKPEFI
# GAA inh = inhibitors of human lysosomal alpha-glucosidase; 0.005% of 200,000 active; purified human GAA, 4-MU-alpha-glucoside fluorescence; Potency, µM (top dose mostly 76.9 µM), for inactives: at the top dose activity change, negative = inhibition, actives largely listed as inhibitors; P10253;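 also: plate controls were uninhibited enzyme wells for no effect and no-enzyme background for full effect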
#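 Endpoint fluorogenic read: 20 min room-temperature reaction of 4 nM human alpha-glucosidase with 400 uM 4-methylumbelliferyl-alpha-D-pyranoside, pH 5.0, quenched with 1M NaOH/1M glycine pH 10. AC50 from Hill modeling.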
# Tau fluor cs = counter-screen for tau fibril formation inhibitors. tau K18 P301L Alexa594 fluorescence, heparin fibrillization. 0.93% of 280,000 active. AID 1463. Potency, µM (series often up to 57.7 µM), for the others: top-dose activity change, negative = decrease; also: % is scaled to controls: 0 for no effect and ±100 for the full control effect; nearly all actives have a fitted effect of over 55% in size
#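 Human tau K18 P301L (15 uM unlabeled, 0.24 uM Alexa 594-labeled) in 100 mM sodium acetate pH 7 with 20 uM heparin, 6 hr at 37 C. ThT 30 uM added, 1 hr ambient; Alexa 594 FP and total fluorescence read at 555/632 nm.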
# GAA spleen mod = lysosomal alpha-glucosidase (human) modulation. P10253. human spleen homogenate, 4-MU-alpha-glucoside fluorescence. Potency, µM (series often up to 79.9 µM), for inactives: top-dose activity change, negative = inhibition, actives largely listed as inhibitors. 0.006% of 240,000 active;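 also: 0% = enzyme with vehicle and -100% = no enzyme basal signal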
#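 AC50 values come from Hill-equation fits of concentration-response data, normalized to no-enzyme and full-activity controls. Enzyme source: 1 ug human spleen homogenate; 1 mM fluorogenic 4-MU glucoside, pH 5.0 citrate buffer, 37 C, 40 min.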
# ALDH1A1 block = blocks purified human ALDH1A1 activity | 7.3% of 220,000 active | Purified ALDH1A1, NADH fluorescence, propionaldehyde substrate | Potency, µM (highest dose often 75.3 µM), for the others: at the highest dose activity, negative = inhibition, actives largely listed as inhibitors; active = well fitted inhibition curve with a large enough effect, not every such curve was filed as active; inconclusive = small, poorly fitted or top-dose-only effect, or another doubt; inactive = no such curve, though single readings can be large or run the other way;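 also: plate controls were no enzyme wells and a reference inhibitor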
# GAA glycogen mod = inhibitors or activators of human alpha-glucosidase glycogen cleavage; P10253; recombinant GAA, glycogen substrate, Amplex Red glucose oxidase fluorescence; Potency, µM (top dose mostly 76.4 µM), for inactives: at the highest dose activity change, negative = inhibition, usual class: inhibitors; 0.38% of 300,000 active;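 also: 0% = full enzyme reaction and -100% = no-enzyme basal signal; the screen sought inhibitors and activators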
#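 Natural-substrate format: glycogen cleavage by 4 nM human enzyme, glucose read by Amplex Red coupling (Ex 573, Em 610 nm). Normalized to enzyme and no-enzyme controls.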
# GLA spleen mod = alpha-galactosidase A (human) modulation. human spleen homogenate, 4MU-alpha-Gal fluorescence, 40 min. P06280. 0.008% of 240,000 active. Potency, µM (doses to about 80 µM), for the others: at the top dose activity change, negative = inhibition, actives largely listed as inhibitors;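 also: 0% = enzyme with vehicle and -100% = no enzyme basal signal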
# Target sequence (P06280 32-429 limits assumed): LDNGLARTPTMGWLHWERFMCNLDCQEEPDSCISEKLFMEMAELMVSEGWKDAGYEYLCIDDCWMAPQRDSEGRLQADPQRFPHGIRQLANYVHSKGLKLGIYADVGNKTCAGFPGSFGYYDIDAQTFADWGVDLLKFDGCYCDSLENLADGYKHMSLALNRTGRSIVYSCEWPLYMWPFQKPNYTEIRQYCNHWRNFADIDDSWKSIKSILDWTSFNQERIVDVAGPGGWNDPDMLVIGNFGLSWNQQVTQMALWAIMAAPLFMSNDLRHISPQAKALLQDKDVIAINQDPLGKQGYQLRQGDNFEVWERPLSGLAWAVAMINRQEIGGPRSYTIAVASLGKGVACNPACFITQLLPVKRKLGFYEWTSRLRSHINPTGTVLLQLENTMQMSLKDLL
#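 Inhibition or activation of alpha-galactosidase in human spleen homogenate is scored by 4-MU fluorescence after 40 min at 37C, pH 5.0, with 1 mM substrate. AC50s come from concentration-response fitted to the Hill equation.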
# Epigenetic derep = epigenetic control regulation, reporter derepression | murine LDR cells, GFP reporter derepression, 30 h | Potency, µM (top dose mostly 53.9 µM), for inactives: at the highest dose GFP activation, most hits filed as activators | 0.2% of 280,000 active; also: % of control where 0% means no effect; nearly all actives have a fitted effect of over 60% in size
#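 In this reporter-derepression format, murine cells bearing a silenced integrated CMV-GFP locus incubate with test compound (30 h, 37 C), then are washed and imaged; fluorescent objects of 20–120 um count as induced cells.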
# * = called active by the depositor; ? = inconclusive; . = no result given; & = joins results of further samples; [ ] = another dose, or the depositor's remark. Unless noted, calls follow the shape of the dose curve; as a rule, active = well fitted curve in the direction sought with a large enough effect; inconclusive = small, poorly fitted or top-dose-only effect, or another doubt; inactive = no such curve, though single readings can be large; an effect the other way counts as inactive or inconclusive. Potency is read from the fitted curve at half-maximal effect.
SMILES,NPSR antag,GAA inh,Tau fluor cs,GAA spleen mod,ALDH1A1 block,GAA glycogen mod,GLA spleen mod,Epigenetic derep
Fc1ccc(C2N3CCCN23)cc1 (stereo unspecified),29%,.,4%[0.0958 µM],4%,.,0%,14%,1.4%
Cn1cc[n+](C)c1P(=S)(c1ccccc1)c1ccccc1,5µM*,-7%,0%,-1%,12%,-13%,-5%,3.0%
O=C(Oc1nsnc1N1CCOCC1)N(c1ccccc1)c1ccccc1,-27%[46.1 µM],-1%,-18%,-7%,?,4%,0%,-1.0%
CCOc1cc(CNC(C)C(O)c2ccccc2)cc(Cl)c1OCC (stereo unspecified),-19%,-9%,-14%,-4%,-2%,4%,4%,6.3%
C=C1CC[C@@]2(O)[C@H]3Cc4ccc(O)c5c4[C@@]2(CCN3CC2CC2)[C@H]1O5,-5%,-6%[15.4 µM],-9%,1%,-3%,-20%,-9%,1.7%
COC(=O)c1ccc2[se]c(CC3CCCCC3)c(I)c2c1,.,.,-9%,-1%,5%,.,7%,12%
CN(C)CC#CCOCCOCCC#N,-1%[46.1 µM],0%,7%,-1%,6%,-7%,-6%,0.0%
C[N+]12CCC(CC1)C(=C(c1ccccc1)c1ccccc1)C2,4%,0%,1%,-4%,2%,1%,2%,2.2%
Cc1cccc(NP(C)(=O)c2nc3c(s2)CCCC3)c1 (stereo unspecified),20%,-3%,-8%,-6%,4%,-16%,11%,0.0%
COCCNP(=O)(c1ccccc1)c1nc2ccccc2s1 (stereo unspecified),-4%[46.1 µM],-2%,-16%,3%,3%,4%,12%,4.4%
O=C(c1ccc2c3c(cccc13)CC2)C1CCCN(CC2CC2)C1 (stereo unspecified),7%,7%,-2%,2%,?,12%,-2%,2.9%
O=C1c2ccccc2C(=O)N1SC1CCCCC1,8%[46.1 µM],3%,-2%,-4%,1.4µM*,-1%,3%,?
CC[n+]1c(/C=C/N(C)c2ccccc2)sc2ccc(Cl)cc21,-4%[46.1 µM],-6%,?,-7%,16µM*,7%,-6%,0.0%
O=P(Nc1cccnc1)(Oc1ccccc1)Oc1ccccc1,19%,1%,-1%,1%,-17%,-3%,5%,0.0%
O=C(O)c1nonc1-c1nonc1C(=O)O,3%[46.1 µM],-10%,7%,1%,-3%,3%,5%,-0.8%
CCOC(=O)C1CN(C)CCC1=O (stereo unspecified),-1%[46.1 µM],-4%,2%,-7%,3%,-7%,-9%,1.0%
NS(=O)(=O)c1ccc(N=Cc2c(O)n(-c3ccccc3)c(=O)[nH]c2=O)cc1,17%,-3%,2%,2%,-6%,-16%,12%,-1.6%
CN1CCN(C(=O)COc2ccc3ccccc3c2Br)CC1,22%[46.1 µM],-17%,3%,0%,9%,3%,6%,0.9%
CC(=O)N1CCN(c2ccc([N+](=O)[O-])cc2C=C2C(=O)NC(=O)NC2=O)CC1,6%[46.1 µM],?,-9%,-11%,4%,8%,-5%,0.1%
CCC(C)n1c(O)c(C=NCCN2CCOCC2)c(=O)[nH]c1=S (stereo unspecified),-14%,-5%,-5%,6%,-1%,4%,1%,2.3%
O=P(NS(=O)(=O)c1ccccc1)(Oc1ccccc1)Oc1ccccc1,-16%[46.1 µM],-1%,-11%,-8%,10%,6%,1%,0.0%
CCCCOc1nc2ccccc2c(=O)n1-c1ccccc1,-21%,0%,-6%,3%,14µM*,-12%,5%,-1.8%
Cc1ccccc1-n1c(O)c(C=NCCN2CCOCC2)c(=O)[nH]c1=O,-19%[46.1 µM],-4%,3%,-3%,8%,3%,3%,-1.1%
COc1cccc(CNCCc2ccccc2)c1OC,2%,1%,-2%,.,-10%,-6%,-3%,0.0%
C/C(=C/C=C/[C@@H](C)C(=O)O)[C@H]1CN[C@H](C(=O)O)[C@H]1CC(=O)O,-1%,-9%[15.4 µM],-5%,3%&-3%,1%,4%,-8%&-4%,2.1%
CN(C)[C@H]1C(=O)C(C(N)=O)=C(O)[C@]2(O)C(=O)C3=C(O)c4c(O)cccc4[C@@](C)(O)[C@H]3C[C@@H]12,.,.,.,-6%[29.1 µM],-9%[20.9 µM],.,-4%[29.1 µM],-1.4%[16.9 µM]
CC(=O)N1CN2CN(C1)CN(C(C)=O)C2,1%,-1%,-9%,3%,7%,5%,-3%,7.7%
CCc1nnc(NC(=O)CSc2ccc(-c3ccco3)nn2)s1,-6%,9%,-15%,-3%,?,-1%,-3%,-0.3%
CC(=O)Nc1ccc(C(=O)OCC(=O)Nc2ccc(Cl)cc2C(=O)c2ccccc2)cc1,-6%,0%,?,4%,-11%,-7%,6%,0.7%
Cc1ccc(N2CCN(CCc3ccccc3)CC2)cc1,?,2%,-20%,-1%,13%,-2%,-14%,0.0%
CCOc1ccccc1OCCCCN1CCCC1,0%[46.1 µM],-8%,0%,-1%,22µM*,-3%,-5%,1.1%
CSC1=NP(=S)(SC)N(C)c2nc3n(c21)CCC3 (stereo unspecified),13%[46.1 µM],2%,-13%,-3%,-6%,-9%,-4%,-0.9%
C[C@]12CCC(=O)C=C1CCc1ccc(O)cc12,.,.,-5%,-7%,?,.,-2%,1.4%
CC(C)CCNC(=O)c1c(N)n(Cc2ccc3c(c2)OCO3)c2nc3ccccc3nc12,?,?,?,-2%,?,-23%,1%,?
CC1CCSP(=O)(Oc2ccccc2)O1 (stereo unspecified),-13%,-8%,5%,-1%,6%,12%,-4%,-0.3%
CC1(C)C2SCC(=O)N2CCN1CC(=O)NN (stereo unspecified),10%,.,-5%,3%,.,-11%,2%,1.2%
c1ccc2c(CNC3CCCCCC3)c[nH]c2c1,-17%[46.1 µM],-3%,-23%,-2%,-1%,25%,2%,-2.0%
COC(=O)C(O)(c1ccc(NC(=S)NC(=O)c2ccccc2)cc1)C(F)(F)F (stereo unspecified),-12%[46.1 µM],-1%,-26%,6%,25µM*,-7%,9%,-0.2%
CCCCCCC(=O)N/N=C/c1c(O)n(CCc2ccccc2)c(=O)[nH]c1=O,31%,-1%,-3%,0%,1%,-1%,-1%,-0.3%
CCC(C)n1c(O)c(C=NCC2CCCO2)c(=O)[nH]c1=S (stereo unspecified),-1%,.,-1%,-2%,.,2%,-5%,0.1%
CCCCn1c(O)c(/C=N/NC(=O)c2ccncc2)c(=O)[nH]c1=O,7%[7.67 µM],.,-6%,-19%,.,-14%,7%,-1.4%
Cc1cccc(NP(=O)(Oc2ccccc2F)Oc2ccccc2F)c1C,-34%,?,-22%,-6%,-7%,-7%,2%,4.8%
CC1(C)CC(=O)C(C=NCCN2CCN(C(=O)Cc3ccc(Cl)cc3)CC2)=C(O)C1,-6%[46.1 µM],-5%,4%,-4%,?,-4%,-10%,0.0%
CC(NCC#Cc1ccccc1)C(O)c1ccccc1 (stereo unspecified),-17%,-7%,-2%,6%,-4%,25%,0%,-1.5%
CN[C@@H]1C[C@@H](c2ccc(Cl)c(Cl)c2)c2ccccc21,17%[46.1 µM],-4%[15.4 µM],-23%&-18%,4%&0%,-1%,1%,14%&-3%,-0.2%&0.0%
CSc1nnc([C@@H](N)Cc2c[nH]c3ccccc23)o1,14%,6%,-8%,6%,0%,4%,-8%,-0.3%
CC(C)OP(=O)(Oc1ccc(C(O)C(Cl)(Cl)Cl)cc1)OC(C)C (stereo unspecified),-4%,.,-9%,3%,.,-6%,-5%,0.1%
CCCCNc1ccncc1S(=O)(=O)NC(=O)NC(C)C,-15%[46.1 µM],-7%,0%,-2%,10%,9%,3%,1.2%
CCCC(c1nnnn1Cc1cccs1)N1CCN(c2nc3ccccc3s2)CC1 (stereo unspecified),?,-7%,-13%,-2%,?,-10%,-1%,-1.9%
CCOP(=O)(OCC)C(NC(=O)C(C)C)C(Cl)(Cl)Cl (stereo unspecified),-2%[46.1 µM],1%,5%,-13%,2%,12%,-6%,-0.9%
CC(C(=O)Nc1ccc(Br)cc1C(=O)c1ccccc1)N1CCOCC1 (stereo unspecified),-17%[46.1 µM],3%,-10%,0%,?,12%,-7%,-0.5%

# Structures from the list above containing a carbonyl joined to an NH by a bond outside any ring, in the order listed:
SMILES,NPSR antag,GAA inh,Tau fluor cs,GAA spleen mod,ALDH1A1 block,GAA glycogen mod,GLA spleen mod,Epigenetic derep
CN(C)[C@H]1C(=O)C(C(N)=O)=C(O)[C@]2(O)C(=O)C3=C(O)c4c(O)cccc4[C@@](C)(O)[C@H]3C[C@@H]12,.,.,.,-6%[29.1 µM],-9%[20.9 µM],.,-4%[29.1 µM],-1.4%[16.9 µM]
CCc1nnc(NC(=O)CSc2ccc(-c3ccco3)nn2)s1,-6%,9%,-15%,-3%,?,-1%,-3%,-0.3%
CC(=O)Nc1ccc(C(=O)OCC(=O)Nc2ccc(Cl)cc2C(=O)c2ccccc2)cc1,-6%,0%,?,4%,-11%,-7%,6%,0.7%
CC(C)CCNC(=O)c1c(N)n(Cc2ccc3c(c2)OCO3)c2nc3ccccc3nc12,?,?,?,-2%,?,-23%,1%,?
CC1(C)C2SCC(=O)N2CCN1CC(=O)NN (stereo unspecified),10%,.,-5%,3%,.,-11%,2%,1.2%
COC(=O)C(O)(c1ccc(NC(=S)NC(=O)c2ccccc2)cc1)C(F)(F)F (stereo unspecified),-12%[46.1 µM],-1%,-26%,6%,25µM*,-7%,9%,-0.2%
CCCCCCC(=O)N/N=C/c1c(O)n(CCc2ccccc2)c(=O)[nH]c1=O,31%,-1%,-3%,0%,1%,-1%,-1%,-0.3%
CCCCn1c(O)c(/C=N/NC(=O)c2ccncc2)c(=O)[nH]c1=O,7%[7.67 µM],.,-6%,-19%,.,-14%,7%,-1.4%
CCCCNc1ccncc1S(=O)(=O)NC(=O)NC(C)C,-15%[46.1 µM],-7%,0%,-2%,10%,9%,3%,1.2%
CCOP(=O)(OCC)C(NC(=O)C(C)C)C(Cl)(Cl)Cl (stereo unspecified),-2%[46.1 µM],1%,5%,-13%,2%,12%,-6%,-0.9%
CC(C(=O)Nc1ccc(Br)cc1C(=O)c1ccccc1)N1CCOCC1 (stereo unspecified),-17%[46.1 µM],3%,-10%,0%,?,12%,-7%,-0.5%

# Only GAA glycogen mod and Tau fluor cs, for some of the entries so far:
SMILES	GAA glycogen mod	Tau fluor cs
CCCCn1c(O)c(/C=N/NC(=O)c2ccncc2)c(=O)[nH]c1=O	-14%	-6%
COC(=O)C(O)(c1ccc(NC(=S)NC(=O)c2ccccc2)cc1)C(F)(F)F (stereo unspecified)	-7%	-26%

# Screening results as filed in PubChem BioAssay.

# Only part of the results is shown; rates above refer to the full screens.
